# proCasp3 act – activators of human procaspase-3 D3A mutant, primary screen, biochemical, absorbance, PC-3 D3A mutant, single concentration. Caspase-3 (Homo sapiens), P42574. recombinant procaspase-3 D3A, Ac-DEVD-pNA absorbance 405 nm. activation, % at 8.5 µM. 330,000 tested, 0.11% active. AID 463141, 2010;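 active means activation above the mean of all tested compounds plus 3 SD, cut at about 21% in these data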;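 further: 0% = DMSO alone and 100% = DMSO wells spiked with extra 5 µM PC-3 D3A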
#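 Evaluation: percent activation relative to control range; Material: Procaspase-3 D3A mutant, all three cleavage aspartates alanine; Compound: single dose, 8.5 µM nominal compound, 0.8% DMSO; Replication: one well per compound; Signal: absorbance at 405 nm, 0 and 120 min; Schedule: 1 h preincubation plus 2 h reaction at 25 °C.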
# PP1 inh – PP1-alpha phosphatase inhibitors, primary screen, counter-screen for PP5 inhibitor project, biochemical, fluorescence, OMFP substrate, single point; 320,000 tested, 0.9% active; AID 2235, 2010; inhibition, % at 6.7 µM; purified PP1alpha;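 active means inhibition above the mean inhibition of all tested compounds plus 3 SD, computed separately for each screening campaign, cut at about 15% in these data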
# Efflux pump inh – inhibitors of Candida efflux pumps in yeast, primary screen, S. cerevisiae, Nile Red, multiplex | inhibition, % at 10 µM | 330,000 tested, 0.44% active | AID 485275, 2010 | S. cerevisiae Candida pump triplex;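 active means plate passing quality check with inhibition over a set limit, or well fluorescence over plate mean plus 4 SD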;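 further: Nile Red retained in pooled yeast measured as flow cytometry median fluorescence; 0% = buffer negative control and 100% = Enniatin B positive control; higher means more Nile Red kept so more efflux inhibition; some compounds called inactive have numbers as strong as hits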
# CTSL1 counter – Fasciola hepatica cathepsin L1 inhibitors, primary screen, counter-screen for PFM18AAP inhibitor project, biochemical, QFRET, fluorogenic peptide substrate; recombinant F. hepatica cathepsin L1, Z-Leu-Arg-MCA fluorescence; inhibition, % at 5.96 µM; 300,000 tested, 0.49% active; AID 1906, 2009;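 active means inhibition above the mean of all tested compounds plus 3 SD, set per screening campaign, cut at about 17% in these data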;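 further: 0% = plate median of test compound wells and 100% = 1 µM Z-Phe-Ala-diazomethylketone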
# core dimer inh – inhibitors of HCV core protein dimerization, primary screen, biochemical, TR-FRET, high-throughput | TR-FRET GST/Flag-core106 dimerization, 1536-well | inhibition, % at 5 µM | 300,000 tested, 0.33% active | AID 1899, 2009;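 active means inhibition above the mean of all tested compounds plus 3 SD, set per screening campaign, cut at about 45% in these data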
#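 assay system = GST-tagged and Flag-tagged HCV core protein residues 1-106 | controls = unlabelled core106 and no-GST-core106 wells | incubation = compound-protein-antibody incubation 4 h at 22.5 °C | probe or stimulus = Eu donor and XL665 acceptor anti-tag antibodies | read-out = % inhibition based on acceptor/donor emission ratio | signal = TR-FRET 671 and 617 nm emission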
# PP5 primary – PP5 phosphatase inhibitors, primary screen, biochemical, fluorescence; Serine/threonine-protein phosphatase 5 (Homo sapiens), P53041; 320,000 tested, 0.18% active; AID 1987, 2009; purified PP5c, OMFP substrate fluorescence; inhibition, % at 6.7 µM;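 active means inhibition above the campaign's mean inhibition across all tested compounds plus 3 SD, cut at about 9.5% in these data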;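 further: 0% = DMSO only and 100% = 100 µM cantharidin control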
# Target sequence (P53041 whole entry, looked up): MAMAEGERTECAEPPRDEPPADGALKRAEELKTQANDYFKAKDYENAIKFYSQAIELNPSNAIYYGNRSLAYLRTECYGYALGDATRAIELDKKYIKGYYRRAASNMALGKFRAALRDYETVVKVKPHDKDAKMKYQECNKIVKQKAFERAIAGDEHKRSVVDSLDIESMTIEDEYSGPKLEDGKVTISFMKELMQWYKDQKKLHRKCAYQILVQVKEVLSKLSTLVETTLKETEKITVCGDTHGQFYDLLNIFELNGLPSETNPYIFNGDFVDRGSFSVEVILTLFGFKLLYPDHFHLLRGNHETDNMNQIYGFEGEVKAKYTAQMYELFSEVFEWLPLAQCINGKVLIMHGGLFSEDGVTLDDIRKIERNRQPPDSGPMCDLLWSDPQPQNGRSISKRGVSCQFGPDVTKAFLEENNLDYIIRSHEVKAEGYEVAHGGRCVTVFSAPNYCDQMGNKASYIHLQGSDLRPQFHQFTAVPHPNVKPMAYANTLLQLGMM
# procasp7 counter – procaspase-7 activators, primary screen, counter-screen for procaspase-3 activator project, biochemical, absorbance, HTS, human; activation, % at 8.5 µM; 330,000 tested, 0.093% active; Caspase-7 (Homo sapiens), P55210; recombinant procaspase-7, Ac-DEVD-pNA absorbance 405 nm; D23A/D198A/D206A triple mutant, cannot self-cleave; scale: DMSO 0, 5 µM enzyme 100; AID 463210, 2010;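 active means percent activation above the screen-wide mean plus 3 SD, cut at about 25% in these data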
#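 Replicates: singlicate. Assay system: Procaspase-7 triple mutant (PC-7 D3A). Signal: 405 nm absorbance of p-nitroaniline. Times: 1 h preincubation, 2 h reaction. Buffer or medium: Zinc-free HEPES pH 7.4 with 300 mM NaCl, 0.01% Triton X-100. Also added: DEVD-pNA substrate. Benchmarks: DMSO wells as 0%, DMSO with 5 µM added PC-7 as 100%.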
# GASC-1 inh – inhibitors of GASC-1 histone demethylase, primary screen, biochemical, fluorescence, DELFIA europium. 330,000 tested, 0.069% active. inhibition, % at 2.35 µM. GST-JMJD2C(1-420) H3K9me3 demethylation. AID 2099, 2009;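 active means more than half of a compound's replicate wells show inhibition beyond 50%, single wells judged on their own value; inconclusive means some, but no more than half, of replicates pass 50% inhibition; inactive means no replicate passes 50% inhibition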;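 further: signal counts dimethyl H3K9 product captured on neutravidin plate; 0% = median of DMSO wells and 100% = 0.3 times that DMSO median; strong numbers were not always called active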
# Target sequence (Q9H3R0 1-420 limits assumed): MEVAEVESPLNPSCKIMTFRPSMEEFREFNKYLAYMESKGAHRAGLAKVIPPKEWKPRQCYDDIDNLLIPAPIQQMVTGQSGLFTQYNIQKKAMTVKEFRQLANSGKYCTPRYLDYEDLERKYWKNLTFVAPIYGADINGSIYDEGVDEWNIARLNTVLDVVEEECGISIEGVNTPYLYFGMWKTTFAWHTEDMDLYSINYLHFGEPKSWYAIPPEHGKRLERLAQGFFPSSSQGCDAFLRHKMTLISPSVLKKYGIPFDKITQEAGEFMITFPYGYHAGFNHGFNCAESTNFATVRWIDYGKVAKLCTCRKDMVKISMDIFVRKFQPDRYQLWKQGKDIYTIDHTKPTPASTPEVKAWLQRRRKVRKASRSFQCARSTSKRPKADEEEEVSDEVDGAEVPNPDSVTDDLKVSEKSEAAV
# TPT1 inhibitor – Candida albicans TPT1 enzyme inhibitors, primary screen, biochemical, fluorescence polarization; tRNA 2'-phosphotransferase TPT1 (Candida albicans SC5314); recombinant caTPT1, FP RNA substrate dephosphorylation; inhibition, % at 5 µM; 300,000 tested, 0.81% active; AID 1962, 2009;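 active means inhibition above the mean of all tested compounds plus 3 SD, set per screening campaign, cut at about 24% in these data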;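 further: plate controls were DMSO alone for no effect and ferristatin control at 100 nM for full effect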
# Starred values were filed as active, the others as inactive; ? = inconclusive; / = no result given.
SMILES,proCasp3 act,PP1 inh,Efflux pump inh,CTSL1 counter,core dimer inh,PP5 primary,procasp7 counter,GASC-1 inh,TPT1 inhibitor
COc1cc(NC(=O)NCCN2CCN(c3ccc(Cl)cc3)CC2)ccc1C,4.1,2.7,0.1,0.1,0.4,1.5,-7.0,22.5,1.1
O=C(O)C1C2C=CC(C2)C1C(=O)NCCc1ccncc1 (stereo not given),-7.2,-2.5,0.5,-2.5,-4.3,3.5,-1.7,-7.6,0.2
Cc1cc2ccc(C)c(C)c2nc1SCC#N,9.4,1.1,-0.1,3.3,0.1,-0.1,-0.5,-26.5,0.9
CCN(CC)S(=O)(=O)c1cc(C(=O)Nc2nncs2)c(Cl)cc1Cl,3.8,3.5,-0.2,-4.0,-7.5,11.1*,5.1,-2.7,0.0
Cc1cc([N+](=O)[O-])nn1CCCC(=O)Nc1cccc(Cl)c1Cl,3.6,2.0,0.0,1.2,-0.1,-0.4,-2.0,14.5,-0.7
CCOc1ccc(C(=O)OCC(=O)NCCNC(=O)COC(=O)c2ccc(OCC)cc2)cc1,4.0,-2.4,0.0,1.1,6.5,-0.1,-0.8,-26.0,-1.8
COc1ccc(CCN(C(=O)C(F)(F)F)C(C(=O)NC2CCCCC2)c2cccs2)cc1 (stereo not given),6.8,4.0,0.0,1.6,8.4,4.0,3.8,-6.1,2.0
CCOc1cc(C(N)=O)cc(Cl)c1OCc1ccccc1,7.5,-3.8,0.1,-0.6,-3.2,2.1,0.2,6.7,2.1
CCN(C(=O)COc1nc(C)cc(C)c1C#N)c1ccccc1,-1.8,1.4,0.0,2.7,-0.4,-0.1,5.1,3.9,-4.6
CCNNC(=O)C(O)(c1cccc(C)c1)c1cccc(C)c1,3.9,0.7,-0.2,-2.1,-2.6,-0.7,9.1,9.5,2.6
COc1ccc(C(=O)OCC(=O)c2ccc(Br)s2)c(OC)c1,5.8,5.0,-0.1,-20.4,25.7,-0.4,3.4,-2.7,-2.7
Cn1cc(Br)c(-c2cccc(NC(=O)CCCC(=O)O)c2)n1,8.7,-1.8,0.0,-2.9,2.1,-0.4,5.2,?,-2.1
Cc1ccc(S(=O)(=O)NC(=O)Nc2ncc3c(n2)CC(c2ccco2)CC3=O)cc1 (stereo not given),-1.9,-5.0,0.0,0.5,-1.5,0.5,11.0,0.0,-0.5
COC(=O)c1ccccc1NC(=O)CSc1nnc(-c2ccncc2)o1,7.2,2.6,-0.1,2.8,-4.4,0.4,-2.9,-4.1,-2.0
CCOC(=O)c1c(CN2CCCCC2)n(C)c2cc(Br)c(O)cc12,0.5,-11.6,0.1,-0.7,-8.7,2.9,6.3,-0.6,1.0
CCN1CCN(C(=O)CN(C)S(=O)(=O)c2ccc3ccccc3c2)CC1,10.6,2.1,-0.1,-1.1,-6.8,-0.5,3.1,2.3,-4.4
CC[C@@]1(O)C(=O)OCc2c1cc1n(c2=O)Cc2cc3c(CN(C)C)c(O)ccc3nc2-1,-33.8,-16.8,0.0,-10.0,5.8,2.4,-36.8,-25.5,-88.5
Cc1ccccc1NC(NC(=O)c1cccs1)C(Cl)(Cl)Cl (stereo not given),5.4,2.9,-0.1,-0.3,-4.7,6.0,-4.0,10.3,-4.0
COc1cc(OC)cc(-c2nc(-c3ccccc3OC)no2)c1,13.1,2.3,-0.1,-3.0,7.7,0.4,9.5,8.9,-2.5
COc1cc(/C=C2\C(=N)N3N=CSC3=NC2=O)ccc1OS(=O)(=O)c1ccccc1[N+](=O)[O-],0.5,0.4,-0.2,1.0,1.7,2.3,4.0,-1.1,2.9
CCC(=O)Oc1ccc2c(C)cc(=O)oc2c1C(=O)CC,5.3,-1.8,0.1,-3.7,-3.5,3.3,9.1,?,-0.5
CCOC(=O)c1c(-c2ccc(OC)cc2)csc1/N=C/C1C(=O)CCCC1=O,-12.8,2.0,0.0,0.2,2.5,-0.8,-20.9,-2.9,171.7*
O=C(COc1ccccc1Br)NCCc1nc2ccccc2[nH]1,-3.4,1.5,0.4,-2.9,-5.1,1.3,6.8,2.4,7.3
C/C(=C\C(=O)c1ccc(Cl)cc1)NCc1ccc2c(c1)OCO2,-4.1,-5.4,-0.1,3.7,1.2,2.5,6.9,2.3,-2.4
O=C(Cc1n[nH]c(=O)[nH]c1=O)N/N=C/c1ccccc1O,2.0,-1.1,0.0,3.1,-6.6,-0.7,0.7,6.7,-2.2

# Rewritten with two lines to a compound: part of the list above.
# Values in the order: proCasp3 act	PP1 inh	Efflux pump inh	CTSL1 counter	core dimer inh	PP5 primary	procasp7 counter	GASC-1 inh	TPT1 inhibitor
Cc1ccccc1NC(NC(=O)c1cccs1)C(Cl)(Cl)Cl (stereo not given)
→ 5.4	2.9	-0.1	-0.3	-4.7	6.0	-4.0	10.3	-4.0
O=C(COc1ccccc1Br)NCCc1nc2ccccc2[nH]1
→ -3.4	1.5	0.4	-2.9	-5.1	1.3	6.8	2.4	7.3
COc1cc(OC)cc(-c2nc(-c3ccccc3OC)no2)c1
→ 13.1	2.3	-0.1	-3.0	7.7	0.4	9.5	8.9	-2.5

# Additional compounds:
SMILES,proCasp3 act,PP1 inh,Efflux pump inh,CTSL1 counter,core dimer inh,PP5 primary,procasp7 counter,GASC-1 inh,TPT1 inhibitor
Cc1ccccc1CN1C2=NCCCN2c2ccccc21,2.2,-4.2,0.0,0.2,-1.6,-0.6,2.2,-3.0,-1.7
O=C(CCl)Nc1ncc(S(=O)(=O)c2ccc([N+](=O)[O-])cc2)s1,3.9,/,0.0,/,/,/,-0.2,-3.1,/
Cc1cc(C)nc(NC(=O)CSc2nn(C)c(=S)s2)n1,-1.6,-2.3,-0.1,1.9,-9.3,-0.9,-14.4,3.2,-7.2
Cc1cccc(C)c1OC(=O)CCN1C(=O)C2C3C=CC(C4CC34)C2C1=O (stereo not given),2.8,1.3,0.0,-6.0,5.4,4.2,5.8,49.9,4.3
COC(=O)C1=C(C)N=C2SC(C)C(=O)N2C1c1cccc(F)c1 (stereo not given),-9.9,-3.9,0.6,-26.7,-1.0,1.7,-9.6,-1.8,0.8
CC1CN(S(=O)(=O)c2ccc(CN3C(=O)c4cccnc4C3=O)cc2)c2ccccc2O1 (stereo not given),-1.8,-0.1,-0.1,-1.4,1.5,0.5,-1.7,-1.3,-2.1
CC1CC(NS(=O)(=O)c2cccs2)CC(C)(C)C1 (stereo not given),-2.7,2.7,-0.1,13.5,7.3,-0.5,-39.4,1.4,-0.9
CCn1c(SCc2nc3ccccc3nc2C)nnc1-c1cccs1,11.9,-4.3,0.0,-5.0,-7.1,0.0,7.6,4.1,-0.4
CC(=O)Nc1ccc(S(=O)(=O)NNC(=O)c2sc(=S)n(C)c2C)cc1,11.0,1.5,0.1,-1.2,-5.5,-1.7,-2.2,-21.6,-1.4
CC1CCN(c2ccc3c(c2)S(=O)(=O)c2cccc(C(=O)NC4CCCCC4)c2C3=O)CC1,-1.4,5.0,0.1,/,/,0.8,-3.6,6.2,/
CCc1nnc(NC(=O)CSc2nnc(COc3ccccc3)n2Cc2ccccc2)s1,-0.8,-2.9,0.0,-1.7,1.6,-0.8,0.3,-6.9,1.8
COc1ccc(C(=O)NCC(=O)OCC(=O)NC(=O)c2ccc(C(C)(C)C)cc2)cc1OC,6.1,-2.7,0.1,/,/,2.2,-0.2,/,/
COc1ccc(C2CCCN2C(=S)Nc2ccc(C)cc2C)cc1OC (stereo not given),0.8,-4.8,0.3,-0.4,-7.7,2.8,-6.8,-10.3,1.1
O=C(COC(=O)c1ccc2c(c1)OCO2)Nc1ccccc1F,1.9,-3.4,-0.1,/,/,2.5,5.5,2.7,/
N#C/C(=C\c1cccnc1)C(=O)Nc1ccccc1[N+](=O)[O-],-4.1,4.4,0.0,4.2,5.1,3.0,0.6,-0.4,-2.5
O=C(Cc1cccc2ccccc12)N/N=C/C=C/c1cccc([N+](=O)[O-])c1,-5.4,9.4,-0.2,4.5,8.4,3.0,3.5,5.9,-0.3
COc1cccc(NC(=O)NCc2ccccc2F)c1,7.0,0.2,-0.2,-1.1,-0.8,-4.1,1.9,12.6,-3.1
O=C(Cc1cccs1)N/N=C/c1ccccc1,-9.5,0.1,-0.1,2.7,-22.0,1.1,-2.2,0.0,1.5
N/C(=N\OC(=O)Oc1ccccc1)c1ccc(Cl)cc1,-2.4,-2.0,0.0,-0.6,-3.4,0.9,4.3,-1.5,0.0
CC(C)CN(C(=O)COC(=O)c1cccn1C)c1c(N)n(Cc2ccccc2)c(=O)[nH]c1=O,-8.0,0.4,3.7,1.0,3.4,-0.2,2.4,5.1,-1.2
CCOC(=O)C1(CCc2ccccc2)CCN(Cc2cc(OC)c(OC)cc2OC)CC1,0.8,-0.7,0.0,-0.7,6.9,0.4,6.5,32.4,-2.5
C/C(=N\Nc1ccc2nncn2n1)c1ccccn1,1.4,-1.5,0.0,-2.6,-0.2,-2.7,6.8,1.9,1.6
Cc1nc(CNS(=O)(=O)c2cc(C)c(C)cc2C)cs1,5.7,-3.0,0.0,-4.7,1.7,0.4,4.2,6.0,-2.6
CCN(CC)C1CCN(C(=O)c2cc(COc3ccc(F)cc3Cl)on2)C1 (stereo not given),7.1,6.7,0.0,1.1,-2.8,-2.5,9.2,-3.9,0.7
COc1ccc(-c2nnn(CC(=O)N(Cc3cccs3)C(C)C(=O)NCCC(C)C)n2)cc1OC (stereo not given),-7.6,3.0,-0.1,10.6,-0.9,-5.0,3.3,-13.8,2.1
Cc1ccc(Cl)cc1N1CCN(C(=S)NCc2ccco2)CC1,-6.5,-4.5,0.0,5.1,4.3,2.9,-1.5,12.4,0.6
CN(C)CCN1C(=O)NC(C)(c2ccc([N+](=O)[O-])cc2)C1=O (stereo not given),0.9,-5.5,0.0,-1.4,0.9,-2.6,4.4,18.1,1.4
Clc1ccc(N2CCN(Cc3c[nH]c4ncccc34)CC2)cc1,1.2,4.9,-0.2,-4.8,-8.5,2.1,-9.4,-7.3,-3.8
Cn1ccnc1C1CCCCN1Cc1nc(Cc2cccc(C(F)(F)F)c2)no1 (stereo not given),6.4,-1.4,-0.1,3.0,0.6,1.3,1.4,-11.5,-2.0

# Bioassay records: PubChem BioAssay, several laboratories
